# Bioassay records from PubChem.
# uPA surface inh: inhibitors of cell surface uPA generation; cell surface uPA generation assay, qHTS; Potency, µM (series often up to 38.3 µM), without a hit: at the highest dose activity change, negative = inhibition, actives largely listed as inhibitors; actives 0.31% (n = 330,000); active = well fitted inhibition curve with a large enough effect; inconclusive = small, poorly fitted or top-dose-only effect; inactive = no such curve, though single readings can be large or run the other way; tested in mouse RAW 264.7 cells; note: % is set by controls: 0 for no effect and ±100 for the full control effect; nearly all actives have a fitted effect of over 55% in size
# NPC1 prom act: activates the NPC1 promoter; Huh7 NPC1 promoter luciferase reporter, 24 h; Potency, µM (series often up to 9.22 µM), for the others: top-dose activation, usual class: activators; actives 2.4% (n = 320,000); AID 485313;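 note: % of control where 0% means no effect; nearly all actives have a fitted effect of over 60% in size; reporter is driven by a mutant NPC1 promoter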
#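 Cells: Huh7 expressing luciferase under the NPC1 promoter, 1500/well. Seeded 2 h, compound added, incubated 24 h at 37 °C. Luciferase reagent, 10 min ambient, then luminescence.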
# BRCA1 expr up: increases BRCA1 expression. MCF7-BRCA1-FFLuc reporter, luminescence, 48 h; response scale: scaled: vehicle 0%, 10 µM genistein 100%. Potency, µM (highest dose often 46.1 µM), without a hit: at the top dose activation, usual class: activators. actives 1.1% (n = 380,000). AID 624202; note: nearly all actives have a fitted effect of over 80% in size; some results filed as inactive show a strong effect at the top dose
#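 MCF7 cells carrying a BRCA1-firefly luciferase reporter (2000 cells/well, phenol-red free MEM) were attached for 2 h at 37 °C, then given compounds for 48 h. Luminescence was read 15 min after luciferase reagent; activity normalized to genistein (10 microM) and DMSO.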
# ELG1 genotoxic: genotoxicity induction in ELG1-luciferase HEK293T cells; Potency, µM (highest dose often 46 µM), inactives show top-dose activity change, positive = activation, usual class: activators; AID 504466; HEK293T ELG1-luciferase reporter, luminescence, 16 h; actives 1.3% (n = 330,000); note: % of control where 0% means no effect; nearly all actives have a fitted effect of over 60% in size
#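 HEK293T cells expressing luciferase-tagged ELG1 were treated with compound or DMSO for 16 hr at 37°C. Luciferase activity was then read after 30 min with ONE-Glo at room temperature; rising signal flags genetic stress.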
# CXXC DNA block: MLL CXXC-DNA interaction inhibition. MLL-CXXC / FITC-HOXA9 DNA fluorescence polarization. Q03164. Potency, µM (series often up to 115 µM), for inactives: at the top dose activity change, negative = inhibition, most hits filed as inhibitors. actives 0.037% (n = 290,000); active = well fitted inhibition curve with a large enough effect in the polarisation, with a control signal flat, not every such curve was filed as active; inconclusive = small, poorly fitted or top-dose-only effect, or effect the other way, or a change in a side signal; inactive = no such curve, though single readings can be large or run the other way; the % refers to the polarisation
#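 Fluorescence polarization: 7 uM MLL-CXXC (stock) preincubated 5 min with compounds, then 50 nM fluorescein-HOX-A9 DNA (stock) added; 30 min ambient. Buffer 50 mM Tris-HCl pH 7.5, 50 mM NaCl, 1 mM DTT, 0.05% BSA.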
# MBNL1-CUG inh: blocks human MBNL1 binding to CUG repeat RNA. Q9NR56. TR-FRET MBNL1-His/biotin-(CUG)12 binding, 665/545 ratio. Potency, µM (highest dose often 57.5 µM), for inactives: at the highest dose activity change, negative = inhibition, most hits filed as inhibitors. actives 0.036% (n = 280,000); active = well fitted inhibition curve with a large enough effect in the signal ratio, with a control signal flat, not every such curve was filed as active; inconclusive = small, poorly fitted or top-dose-only effect, or effect the other way, or a change in a side signal; inactive = no such curve, though single readings can be large or run the other way; the % refers to the signal ratio; note: % is set by controls: 0 for no effect and ±100 for the full control effect
# Target sequence (Q9NR56 whole entry, looked up): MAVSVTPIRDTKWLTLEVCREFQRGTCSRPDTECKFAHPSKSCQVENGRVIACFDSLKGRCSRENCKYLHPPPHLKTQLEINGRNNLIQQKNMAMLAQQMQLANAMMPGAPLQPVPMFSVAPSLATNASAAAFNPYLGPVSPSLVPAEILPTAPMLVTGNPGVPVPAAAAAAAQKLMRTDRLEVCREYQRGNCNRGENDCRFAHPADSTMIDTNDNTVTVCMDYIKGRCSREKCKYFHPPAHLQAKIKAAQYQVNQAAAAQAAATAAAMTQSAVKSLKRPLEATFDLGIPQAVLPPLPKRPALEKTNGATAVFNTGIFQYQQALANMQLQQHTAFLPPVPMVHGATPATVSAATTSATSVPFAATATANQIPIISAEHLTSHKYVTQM
#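 TR-FRET readout: Ex 340 nm, 665/545 nm emission ratio, normalized to buffer-only (basal) and MBNL1-(CUG)12 controls. Complex of MBNL1-His with Biotin-(CUG)12, compounds 92 nM–58 uM, incubated 60 min at room temperature.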
# Rab9 promoter act: activates the Rab9 promoter; Huh7 Rab9 promoter-luciferase reporter, luminescence, 24 h; actives 2.8% (n = 320,000); AID 485297; Potency, µM (titrated, usually from 9.22 µM), without a hit: at the highest dose activation, negative = inhibition, usual class: activators; note: % of control where 0% means no effect; nearly all actives have a fitted effect of over 60% in size
#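 Luminescence from Amplite-detected luciferase (10 minutes, ambient) reports Rab9 promoter activation. Before that, stable Rab9-luciferase Huh7 cells (1500/well, reduced-serum OP-MEM I plus 10% FBS) were exposed to compound for 24 hours at 37C.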
# RORgamma inh: inhibitors of mouse ROR gamma transcriptional activity; P51450; actives 5.4% (n = 310,000); Potency, µM (top dose mostly 53.6 µM), without a hit: at the highest dose activity change, negative = inhibition, actives largely listed as inhibitors; Drosophila S2 Gal4-RORgamma UAS-luciferase reporter, 20 h; note: % is set by controls: 0 for no effect and ±100 for the full control effect; nearly all actives have a fitted effect of over 60% in size
#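 Stably transfected Drosophila Schneider cells are the test system, with ROR gamma fused to Gal4 and luciferase under UAS control; luminescence is read after 20 hr of 700 uM copper sulfate induction at ambient temperature.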
# Gal4-VP16 FLuc: inhibits Gal4-VP16 luciferase reporter, ROR gamma counter-screen. Drosophila S2 Gal4-VP16 UAS-luciferase, luminescence, 20 h. actives 3.5% (n = 310,000). AID 2546. Potency, µM (doses to about 53.6 µM), inactives show at the highest dose activity, negative = inhibition, most hits filed as inhibitors;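 note: Gal4-VP16 expression switched on by copper sulfate through the metallothionein promoter; % is set by controls: 0 for no effect and ±100 for the full control effect; nearly all actives have a fitted effect of over 50% in size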
# p53 reactivator: restores transcriptional activity of mutant p53 | H1299 p53-A138V BP100-luciferase reporter, luminescence, 24 h | Potency, µM (highest dose often 92.2 µM), without a hit: top-dose activity change, positive = activation, hits mostly activators | actives 0.063% (n = 320,000) | AID 504706; note: % of control where 0% means no effect; nearly all actives have a fitted effect of over 45% in size
#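 H1299 (p53-null), stable ts p53-A138V + BP100-Luc; 1000 cells/well, Opti-MEM/10% FBS; cpd 4 pt, 1:5; 24 h, 37 deg C, 5% CO2; detection reagent 10 min RT; luminescence.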
# FLuc counter: inhibits or activates purified firefly luciferase, miR-21 counter-screen; P08659; purified FLuc, Km substrates, luminescence inhibition; actives 6.9% (n = 360,000); AID 588342; Potency, µM (top dose mostly 57.5 µM), inactives show top-dose activity change, negative = inhibition, usual class: inhibitors;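 note: plate controls were vehicle for no effect and reference inhibitor for full effect; nearly all actives have a fitted effect of over 55% in size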
# Target sequence (P08659 whole entry, looked up): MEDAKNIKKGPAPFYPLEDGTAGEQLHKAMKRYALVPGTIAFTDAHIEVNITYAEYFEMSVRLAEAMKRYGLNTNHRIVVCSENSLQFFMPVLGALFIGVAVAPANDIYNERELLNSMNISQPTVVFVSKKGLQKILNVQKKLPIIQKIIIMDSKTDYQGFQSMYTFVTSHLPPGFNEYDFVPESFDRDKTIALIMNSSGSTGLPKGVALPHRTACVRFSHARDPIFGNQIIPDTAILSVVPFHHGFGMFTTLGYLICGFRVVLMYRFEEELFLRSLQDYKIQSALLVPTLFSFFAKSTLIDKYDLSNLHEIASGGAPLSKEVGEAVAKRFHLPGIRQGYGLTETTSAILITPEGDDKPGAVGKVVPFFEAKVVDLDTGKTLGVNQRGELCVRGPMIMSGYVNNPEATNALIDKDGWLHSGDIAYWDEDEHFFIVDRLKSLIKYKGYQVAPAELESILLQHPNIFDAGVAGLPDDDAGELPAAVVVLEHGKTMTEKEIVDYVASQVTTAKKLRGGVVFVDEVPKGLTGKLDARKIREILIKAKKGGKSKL
#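 Purified P. pyralis luciferase (10nM final) with 10uM D-luciferin and 10uM ATP (Km levels) in 50mM Tris acetate pH 7.5, 10mM Mg acetate, 0.01% Tween-20, 0.05% BSA; qHTS 6-point titration, ~60 µM downward; luminescence read.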
# * marks the source's active call; other numbers are inactive results; ? = inconclusive; . = not tested or not shown; [ ] = dose if it differs, or a comment. Unless noted, calls come from the whole dose curve; as a rule, active = well fitted curve in the direction sought with a large enough effect; inconclusive = small, poorly fitted or top-dose-only effect, or another doubt; inactive = no such curve, though single readings can be large; an effect the other way counts as inactive or inconclusive. Potency is the fitted concentration of half-maximal effect.
# Every second line gives: uPA surface inh	NPC1 prom act	BRCA1 expr up	ELG1 genotoxic	CXXC DNA block	MBNL1-CUG inh	Rab9 promoter act	RORgamma inh	Gal4-VP16 FLuc	p53 reactivator	FLuc counter
1) CCOc1ccc(NC(=O)C2CCN(S(=O)(=O)c3cccnc3)CC2)cc1
    2%	-1%	-1%	-6%	4%	-5%	0%	31%	-9%	1%	0%
2) COc1cc(C(=O)OCC(=O)N2CCCCC2C)cc(NC(=O)c2cccs2)c1OC (stereo not drawn)
    21%	0%	-18%	-8%	8%	-7%	-6%	43%	-21%	-1%	-2%
3) O=C(CCNC(=O)c1ccccc1Cl)NCc1ccncc1
    0%	0%	14%	5%	.	.	0%	.	.	-6%	4%
4) Cc1c(C(=O)Nc2cccc(N(C)S(C)(=O)=O)c2)cccc1[N+](=O)[O-]
    -10%	1%	29%	0%	2%	10%	0%	11%	5%	-3%	0%
5) O=C(Nc1ccc(S(=O)(=O)N2CCCC2)cc1)c1cncc(Br)c1
    -8%	4%	3%	-8%	.	.	1%	.	.	-16%	2%
6) Cc1ccc(S(=O)(=O)N2CCCC(C(=O)NCCc3ccc4c(c3)OCO4)C2)cc1 (stereo not drawn)
    4%	22%	-19%	-3%	-2%	-12%	3%	?	-1%	2%	1%
7) COc1ccccc1N1CCN(c2ccc([N+](=O)[O-])cn2)CC1
    4%	-3%	30%	-3%	1%	?	11%	28%	4%	.	-2%
8) O=C(c1cc(S(=O)(=O)N2CCOCC2)ccc1F)N(Cc1nnc(-c2ccccc2Cl)o1)C1CC1
    -5%	-2%	-53%	-6%	.	.	0%	.	.	-7%	2%
9) O=C(CN1CCN(S(=O)(=O)c2ccc(F)cc2)CC1)N1CCOCC1
    -1%	-2%	4%	-1%	-7%	-1%	2%	-7%	-2%	-6%	2%
10) C=CCn1c(CCNC(=O)c2cccs2)nnc1SCC(=O)Nc1cccc(Cl)c1C
    -2%	0%	-2%	-2%	-10%	0%	-2%	32%	6%	0%	8%
11) CCOc1ccc(NC(=O)Cn2sc3nc(C)cc(C)c3c2=O)cc1
    -3%	-2%	-29%	-1%	16%	1%	-2%	?	11µM*	-9%	?
12) COCCNC(=O)COc1ncnc2ccc(Br)cc12
    1%	0%	0%	0%	-3%	-5%	8%	7%	1%	-3%	1%
13) CN(Cc1ccccn1)C(=O)c1ccc2nc(Cc3cccc(Cl)c3)oc2c1
    1%	0%	9%	1%	5%	3%	5%	42%	14%	-6%	-12%
14) COc1ccc(C(=O)C(CN2CCOCC2)c2ccccc2)cc1F (stereo not drawn)
    -5%	-10%	-93%	-1%	-5%	12%	-14%	11µM*	11µM*	-48%[inhibitor]	1%
15) CC(NC(=O)COc1cccnc1[N+](=O)[O-])c1ccc(Cl)cc1Cl (stereo not drawn)
    1%	-4%	-17%	3%	2%	?	-3%[1.84 µM]	37%	-3%	-2%	-2%
16) Cc1ccc(/C=N/NC(=O)c2ccccn2)o1
    -2%	?	11µM*	?	-5%	44%[activator]	?	-3%	2%	?	24µM*
17) CCCCC(=O)Nc1cccc(NC(=O)c2cccc(Br)c2)c1
    -10%	-7%	12%	-13%	-7%	-10%	-13%	-7%	-4%	-4%	-17%
18) CC(C)=N/N=c1\scc(C)n1Cc1ccco1
    5%	-7%	-1%	-1%	-1%	-2%	-1%	-31%	1%	5%	0%
19) O=[N+]([O-])c1ccccc1CCc1cnc(Cl)s1
    -6%	0%	6%	1%	9%	10%	-4%	-6%	-2%	8%	-1%
20) Cc1cc(C)cc(OCC(=O)Nc2ccc(N3CCN(S(C)(=O)=O)CC3)cc2)c1
    4%	-3%	9%	-3%	-4%	-12%	9%	-5%	1%	6%	3%
21) CN(CC(=O)Nc1c(Cl)cccc1Cl)C(=O)CCC1CCCC1
    1%	-35%[inhibitor]	1%	-6%	21%	0%	-40%[inhibitor]	-56%	11µM*	-5%	-2%
22) Cc1nn(Cc2ccccc2Cl)c(C)c1NC(=O)c1noc(C(C)C)c1[N+](=O)[O-]
    7%	-1%	22%	-3%	3%	12%	-3%	27%	11%	5%	1%
23) COc1ccc(-c2noc(N3CCC(C(=O)Nc4cc(OC)c(OC)c(OC)c4)CC3)n2)cc1
    -2%	-1%	-27%	0%	23%	-1%	7%	0%	-4%	-10%	-1%
24) Cc1cccc(/C=N/NC(=O)c2cc(Br)ccc2O)n1
    1%	10%	-1%	?	15%	-4%	19%	?	?	?	24µM*
25) CN(C(=O)c1ccco1)c1nnc(C23CC4CC(CC(C4)C2)C3)s1
    ?	?	?	?	-2%	2%	?	?	?	?	9.5µM*
26) CC(C)(C)OC(=O)N[C@@H](C(=O)OC(C)(C)C)c1ccc(C(F)(F)F)cc1
    17%	-3%	23%	0%	.	.	0%	.	.	0%	1%
27) Cn1c2c(c(=O)n(C)c1=O)CN(CCCN1CCOCC1)CN2
    2%	-4%	-1%	-5%	1%	5%	-6%[1.84 µM]	6%	1%	?	-1%
28) COC(=O)c1nnn(-c2cc(Cl)cc(Cl)c2)c1C(=O)OC
    3%	-3%	-13%	0%	20%	.	11%	5%	-5%	3%	-3%
29) CCCSc1ncc(Cl)c(C(=O)Nc2ccc(S(=O)(=O)N3CC(C)OC(C)C3)cc2)n1 (stereo not drawn)
    .	-5%	-64%	-8%	-7%	3%	-5%	32%	0%	8%	2%
30) COc1ccc(CN2C(=O)NC3(CCCCC3)C2=O)cc1F
    3%	-1%	-1%	4%	-1%	-2%	-2%	10%	20%	1%	1%
31) C=CCNC(=O)/C(C#N)=C\c1cc(Cl)c(OCC)c(OC)c1
    0%	-4%	-11%	3%	-5%	2%	1%	?	?	4%	-7%
32) O=C(Cn1c(=O)c2sccc2n(Cc2ccc([N+](=O)[O-])cc2)c1=O)NCCc1ccccc1
    6%	-1%	-7%	-5%	-15%	14%	-5%	?	1%	-4%	0%
33) CC(=O)C1=C(O)C(=O)N(c2ccc(O)cc2)C1c1ccc(Cl)cc1 (stereo not drawn)
    8%	1%	0%	-1%	5%	12%	-6%	.	.	.	0%
34) CCOC(=O)c1cnc2c(C(F)(F)F)cccc2c1NCCCN1CCOCC1
    -15%	11%	0%	-7%	-6%	0%	-3%	.	.	.	1%
35) Nc1nc(Br)c2ccccc2c1-c1ccc(F)cc1
    .	7%	-22%	-1%	-4%	18%	1%	39%	-2%	-3%	0%
36) O=C(N/C(=C\c1ccccc1)C(=O)N1CCN(CCO)CC1)c1ccccc1
    3%	-4%	-9%	2%	-3%	-17%[11.5 µM]	-2%	6%	-6%	3%	6%
37) O=C(Nc1nnc(SCc2ccccc2)s1)C1=COCCO1
    -3%	3.5µM*	82%	?	.	.	3.5µM*	.	.	26%	?
38) CC(=O)c1cccc(NC(=S)NC(=O)CC(C)(C)C)c1
    .	16%	?	5%	?	-9%	?	13µM*	?	?	?
39) O=C(Nc1ccccc1N1CCOCC1)c1cc(-c2ccco2)nc2ccccc12
    14%	-1%	-17%	-14%	9%	8%	0%	18%	-6%	-5%	?
40) Cc1cc(C)c(S(=O)(=O)Nc2cc(C)on2)c(C)c1
    1%	0%	-9%	0%	4%	-6%	-1%	1%	-1%	17%	0%
41) CC(=O)N1/C(=C/c2ccc(N(C)C)cc2)C(=O)c2ccccc21
    -15%	1%	-65%	-29%	4%	-8%	0%	?	?	-10%	17µM*
42) CCCCCn1cnc2c(=S)nc(N)[nH]c21
    6%	-2%	0%	-6%	?	-1%	0%	?	?	-4%	-3%
43) CC(=O)Nc1ccccc1OCC(=O)c1cc(C)n(Cc2cccs2)c1C
    -6%	-17%	-25%	10µM*	11%	-6%	-22%	-38%	1.3µM*	?	?
44) COc1cc(C(=O)NCC(c2ccco2)N2CCOCC2)cc(OC)c1OC (stereo not drawn)
    1%	-3%	-1%	-1%	.	.	1%	.	.	5%	-2%
45) CN(C)N1C(N)=C(C#N)C(c2ccc(Br)cc2)C2=C1CC(C)(C)CC2=O (stereo not drawn)
    3%	-3%	-11%	1%	6%	-9%	-3%	-19%	-8%	-1%	0%
46) CC(C(=O)OCn1nnc2ccccc2c1=O)N1C(=O)c2ccccc2C1=O (stereo not drawn)
    -1%	1%	-5%	1%	-4%	1%	-1%	-25%	3%	?	1%

# Not all compounds are listed; rates above refer to the full screens.
